Source: PubChem BioAssay (National Center for Advancing Translational Sciences (NCATS))
HT1080NT lethal = kills 2HG-producing HT-1080-NT fibrosarcoma cells | HT-1080-NT fibrosarcoma viability, CellTiter-Glo ATP luminescence, 48 h | Potency, µM (highest dose often 46.1 µM), inactives show at the highest dose activity, negative = less viability, most hits filed as cytotoxic | actives 1.6% (n = 360,000) | AID 686970;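 note: NT is the 2HG producing partner of a matched IDH1 knockdown line; potency is the fitted concentration of half-maximal effect; 0% = DMSO-treated cells and -100% = media-only wells without cells; nearly all actives have a fitted effect of over 55% in size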
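Fibrosarcoma NT cells, 750 per well in 5% FBS RPMI, were exposed to compound for 48 hours. Viability: CellTiter-Glo luminescence.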
SW480 rerep = inducers of DNA re-replication in SW480 colon cancer cells | SW480 DNA re-replication, Hoechst DNA content imaging, 48 h | Potency, µM (series often up to 46.1 µM), for the others: top-dose re-replication activation, hits mostly activators | actives 1.8% (n = 340,000) | AID 624297; note: potency is the fitted concentration of half-maximal effect; % of control where 0% means no effect; nearly all actives have a fitted effect of over 55% in size
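Treated cells incubate 48 hr (37 C, 5% CO2), are stained 40 min with Hoechst, and nuclear fluorescence is enumerated; a rise in nuclei with high DNA signal marks re-replication.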
S2 tox = reduces viability in counter-screen for ATXN expression inhibitors. S2 cells (HEK-293 line with an ATXN2-luciferase reporter) viability, CellTiter-Fluor protease fluorescence, 24 h. AID 651635. actives 0.49% (n = 400,000). Potency, µM (series often up to 56.7 µM), actives largely listed as cytotoxic; note: potency is the fitted concentration of half-maximal effect; nearly all actives have a fitted effect of over 40% in size
HT1080 IDH1KD tx = HT-1080 IDH1 knockdown cell toxicity (counter line); Potency, µM (top dose mostly 46.1 µM), for inactives: top-dose activity, negative = toxicity, most hits filed as cytotoxic; HT-1080 IDH1 knockdown viability, ATP luminescence, 48 h; actives 2% (n = 360,000); AID 686971;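 note: potency is the fitted concentration of half-maximal effect; 0% = DMSO wells and -100% = cell-free medium wells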
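Using the IDH1-knockdown HT-1080 line run in the same batch and compound series as the NT line, viability after 48 h at 37 °C was determined by CellTiter-Glo luminescence and expressed as % activity.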
ATXN2 expr inh = ATXN2 expression inhibition | Potency, µM (highest dose often 57 µM), inactives show at the top dose activity change, negative = inhibition, actives largely listed as inhibitors | actives 0.72% (n = 360,000) | HEK-293 ATXN2-luciferase reporter, luminescence, 24 h; note: potency is the fitted concentration of half-maximal effect; % is set by controls: 0 for no effect and ±100 for the full control effect; nearly all actives have a fitted effect of over 55% in size
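qHTS (up to 57 uM final) was run with 24 h compound exposure of reporter cells at 37 °C. Each well was multiplexed: SteadyGlo luminescence measured ATXN2-luciferase expression after a fluorogenic Gly-Phe-AFC viability readout (25 uM final).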
MCF10A rereplic = induces DNA re-replication in MCF 10a normal breast cells; MCF 10A DNA re-replication, Hoechst nuclear intensity, 48 h; Potency, µM (series often up to 46.1 µM), inactives show at the top dose activity, positive = re-replication, actives largely listed as activators; actives 2.9% (n = 350,000); AID 624296; note: potency is the fitted concentration of half-maximal effect; % of control where 0% means no effect; nearly all actives have a fitted effect of over 50% in size
KB-3-1 tox = kills parental KB-3-1 adenocarcinoma cells; KB-3-1 viability, CellTiter-Glo ATP luminescence, 72 h; Potency, µM (titrated, usually from 46.1 µM), for the others: top-dose activity change, negative = cytotoxic, actives largely listed as cytotoxic; actives 1.4% (n = 400,000); AID 1347075; note: potency is the fitted concentration of half-maximal effect; % is set by controls: 0 for no effect and ±100 for the full control effect; nearly all actives have a fitted effect of over 60% in size
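Multi-concentration cytotoxicity screen in KB-3-1 cells grown in DMEM lacking phenol red with 10% FBS. After 72 h at 37 °C with compound, ATP-dependent luminescence was recorded.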
HepG2 tox = kills HepG2 cells in TGF-b inhibitor counter-screen; Potency, µM (top dose mostly 46.1 µM), for the others: at the top dose activity change, negative = cytotoxicity, most hits filed as cytotoxic; HepG2 CAGA-GFP viability, ATP luminescence, 18 h; actives 0.76% (n = 410,000); note: potency is the fitted concentration of half-maximal effect; some results filed as inactive show a strong effect at the top dose
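CellTiter-Glo luminescence gave cytotoxicity after 18 hours at 37 degrees C. The cells were HepG2 CAGA-GFP in 1% FBS DMEM, stimulated with 500 pg/mL TGF-beta after compound addition. %Activity was normalised to no-cell wells (complete cell-killing) and DMSO (no toxicity), and curves were fitted and classified.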
IL-1B inflam inh = inhibitors of inflammasome signaling (IL-1 beta secretion); activity change, % at 57.5 µM; AID 743279; actives 4.7% (n = 360,000); THP-1 LPS/ATP IL-1B secretion, AlphaLISA, 16 h; hits give low values; in the data active = activity change below about -50%; inconclusive = mostly about -30% to -49%; note: % is set by controls: 0 for no effect and ±100 for the full control effect
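Secreted IL-1B measured by AlphaLISA bead assay after 16 h compound exposure of THP-1 cells; compounds (final up to 57.5 uM) added 1 h before LPS (250 ng/mL) and ATP (1.25 mM) stimulation; lower signal means less secretion.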
* hit, by the source's call; i = inactive; ? = inconclusive; / = not tested or not shown; & = joins results of further samples; [ ] = dose if it differs, or a comment. Unless noted, calls come from the whole dose curve; as a rule, active = well fitted curve in the direction sought with a large enough effect; inconclusive = small, poorly fitted or top-dose-only effect, or another doubt; inactive = no such curve, though single readings can be large; an effect the other way counts as inactive or inconclusive.

SMILES	HT1080NT lethal	SW480 rerep	S2 tox	HT1080 IDH1KD tx	ATXN2 expr inh	MCF10A rereplic	KB-3-1 tox	HepG2 tox	IL-1B inflam inh
Cn1c(=O)c2c(nc(SCC(=O)N3CCCCCC3)n2C)n(C)c1=O	-0.1%	3.4%	i	-12.5%	0.6%	-2.9%	16.2%	5.2%	11.2
Cc1c(C(=O)NC2CCCc3ccccc32)cccc1[N+](=O)[O-] (configuration not stated)	-1.2%	-0.1%	i	-5.1%	-13.6%	0.1%	?	0.4%	11.4
CCCN1C(=O)C(NS(=O)(=O)c2ccc(N)cc2)(C(F)(F)F)C(C(=O)OC)=C1C (configuration not stated)	14.9%	1.9%	i	3.9%	-7.1%	1.7%	22.3%	2.5%	22.0
COc1ccccc1N1CCN(C2CCCN(C(=O)CCC(C)=O)C2)CC1 (configuration not stated)	-1.1%	-5.5%	i	0.2%	-1.5%	2.7%	-7.7%	-17.5%	6.1
O=C(NCc1cccnc1)C(=O)c1c[nH]c2ccccc12	15.7%	-10.0%	i	4.2%	3.4%	2.5%	-27.7%	-0.6%	29.6
O=C(CNC(=O)c1ccc2c(c1)OCO2)N/N=C/c1cc(Br)ccc1O	?	4.11µM*	i	11.6µM*	?	7.0%	?	-4.6%	115.3
CCc1ccc(C(=O)COC(=O)c2cnccn2)cc1	12.8%	-5.6%	i	6.3%	-2.8%	-7.1%	15.5%	-7.1%	10.5
Cc1cc2oc(C(=O)Nc3sc4c(c3C(=O)NCC3CCCO3)CCC4)cc(=O)c2cc1C (configuration not stated)	/	/	i	/	4.8%	/	0.3%	5.6%	/
O=C(O)C1C2C=CC(C2)C1C(=O)NCc1cccnc1 (configuration not stated)	-0.2%	-5.3%	i	4.7%	-1.7%	-0.4%	0.7%	-26.6%	?
O=C(NCCc1ccccc1)c1cc2sccc2n1Cc1ccccc1	-4.2%	2.8%[9.22 µM]	i	-3.7%	11.4%	-2.6%	-0.6%	-19.2%	-21.6
CCCN(C(=O)c1nn(-c2ccc(OC)c(Cl)c2)c(=O)c2c1c1ccccc1n2C)c1ccccc1F	/	/	i	/	10.8%	/	3.1%	-5.9%	/
O=C(Nc1ccccc1-c1ccccc1)C1CCC1	-4.4%	-3.1%	i	-8.8%	5.4%	-2.5%	6.4%	-12.3%	-1.2
COc1cc2c(cc1OC)[C@H](C)N(C(=O)COc1ccccc1)CC2	6.0%	-10.1%	?	7.2%	/	-9.2%	5.6%	-27.0%	6.3
Nc1cccc2c1C(=O)N(C(=O)/C=C/c1cccc(Br)c1)C2=O	?	?	i	?	?	20.6µM*	0.8%	-2.0%	-75.2*
Cc1sc(NC(=O)c2ccco2)c(CN2CCN(c3ccc(F)cc3)CC2)c1C	-2.2%	1.2%	i	-12.6%	9.5%	10.9%	-7.6%	5.0%	-3.5
Cn1c(SCCC#N)nnc1-c1ccccc1F	-1.7%	-1.5%	i	10.7%	-6.7%	-1.2%	-1.8%	-2.1%	5.5
COc1ccc(C2=C(C=O)Cc3ccccc3O2)cc1	?	4.8%	i	?	-31.5%	17.7%	-29.4%	-3.1%	-27.8
COc1ccc(C(=O)n2cc(C(C)=O)c3ccccc32)cc1	?	1.6%	i	?	/	-1.3%	-25.9%	10.3%	-4.6
C/C=C(/C)C(=O)OC1CC(C)(C)C[C@H]2C3=CC[C@@H]4[C@@]5(C)CCC(O[C@@H]6O[C@@H](C(=O)O)[C@@H](O)C(O[C@@H]7OC[C@H](O)[C@@H](O)[C@@H]7O[C@@H]7OC(CO)C(O)[C@@H](O)[C@@H]7O)C6O[C@@H]6OC(CO)C(O)C(O)C6O)[C@@](C)(CO)[C@@H]5CC[C@]4(C)[C@]3(C)CC(O)[C@@]12CO (some centres not stated)	?	?	31.6µM*	?	0.0%	?	-0.1%	14.1µM*	0.0
COc1ccc(NC(=O)C2=CC(c3ccco3)=NS(=O)(=O)N2C)cc1OC	15.1%	-0.1%	i	9.3%	3.4%&1.4%	2.2%	3.0%&-0.3%	-1.5%&0.9%	1.2
Cc1cc(C)c2c(N)c(C(=O)Nc3ccc([N+](=O)[O-])cc3)sc2n1	1.9%	-9.0%	i	0.4%	26.5%	-7.0%	9.2%	-2.5%	-10.9
Cc1c(N=Cc2c(O)n(C)c(=O)c3ccccc23)c(=O)n(-c2ccccc2)n1C	-1.0%[9.24 µM]	-7.0%	i	1.0%	-7.0%	7.0%	2.7%	4.1%	-12.1
CCn1c(C)c(C)c2cc(C(=O)NCCCN3CCCCC3)ccc21	-10.5%	2.3%	i	-1.4%	-1.5%	12.7%	0.0%&7.2%	-3.7%&-8.1%	-27.9
O=C(NCCOc1ccccc1)c1ncn[nH]1	?	-2.6%	i	?	-20.5%	?	?	-8.4%	6.7
Cc1ccc(-c2nsc3c(N4CCC(C(N)=O)CC4)ncnc23)cc1	-5.6%	3.5%	i	-4.6%	4.6%	15.5%	10.6%	-9.5%	-2.0

Four entries from above in a different format.
Structure | HT1080NT lethal | SW480 rerep | S2 tox | HT1080 IDH1KD tx | ATXN2 expr inh | MCF10A rereplic | KB-3-1 tox | HepG2 tox | IL-1B inflam inh
C/C=C(/C)C(=O)OC1CC(C)(C)C[C@H]2C3=CC[C@@H]4[C@@]5(C)CCC(O[C@@H]6O[C@@H](C(=O)O)[C@@H](O)C(O[C@@H]7OC[C@H](O)[C@@H](O)[C@@H]7O[C@@H]7OC(CO)C(O)[C@@H](O)[C@@H]7O)C6O[C@@H]6OC(CO)C(O)C(O)C6O)[C@@](C)(CO)[C@@H]5CC[C@]4(C)[C@]3(C)CC(O)[C@@]12CO (some centres not stated) | ? | ? | 31.6µM* | ? | 0.0% | ? | -0.1% | 14.1µM* | 0.0
COc1ccc(NC(=O)C2=CC(c3ccco3)=NS(=O)(=O)N2C)cc1OC | 15.1% | -0.1% | i | 9.3% | 3.4%&1.4% | 2.2% | 3.0%&-0.3% | -1.5%&0.9% | 1.2
Cc1cc(C)c2c(N)c(C(=O)Nc3ccc([N+](=O)[O-])cc3)sc2n1 | 1.9% | -9.0% | i | 0.4% | 26.5% | -7.0% | 9.2% | -2.5% | -10.9
Cc1c(N=Cc2c(O)n(C)c(=O)c3ccccc23)c(=O)n(-c2ccccc2)n1C | -1.0%[9.24 µM] | -7.0% | i | 1.0% | -7.0% | 7.0% | 2.7% | 4.1% | -12.1

(next part)
SMILES	HT1080NT lethal	SW480 rerep	S2 tox	HT1080 IDH1KD tx	ATXN2 expr inh	MCF10A rereplic	KB-3-1 tox	HepG2 tox	IL-1B inflam inh
N#CC12CCCCC1CC1CCCCC1(C#N)N2CCO (configuration not stated)	1.1%	0.0%	i	4.3%	4.5%	-2.4%	7.8%	4.4%	0.0
Cc1cc(C)c(NC(=O)c2cccc(NC(=O)c3ccco3)c2)c(C)c1	-9.0%	?	i	-1.4%	-18.1%	28.2%	0.0%	-0.7%	-8.1
CCN1C(=O)/C(=C\c2ccncc2)SC1=S	-1.7%	1.9%	i	-0.2%	/	2.2%	-6.7%	-21.8%	-6.7
Cc1ccc(CNC(=O)C(Cc2ccccc2)n2cccc2)cc1 (configuration not stated)	0.9%	-23.9%	i	-1.6%	-2.7%	4.5%	-0.2%	-14.8%	-19.5
CCOC(=O)c1c2ccccc2[n+]([O-])n1[C@@H](C)C(N)=O	8.2%	-6.4%	i	7.7%	-4.9%	-3.6%	-2.3%	-0.5%	27.0
COc1ccc(/C=C2\SC(=S)N(CC(=O)NNC(=O)c3ccncc3)C2=O)cc1	0.9%	-3.1%	/	0.0%	-7.9%	1.6%	-3.0%	1.3%	-7.4
CCN(C(=O)CSc1nc2ccccc2n1C)C1CCS(=O)(=O)C1 (configuration not stated)	1.2%	-18.4%	i	7.5%	/	-7.4%	-1.7%	-3.3%	-11.8
Cc1ccccc1N(C(=O)Cc1cccs1)C(C(=O)NC1CCCCC1)c1cn(C)nc1C (configuration not stated)	9.4%	-76.5%[inhibitor]	i	3.1%	1.1%	2.6%	-0.1%	-23.8%	4.7
O=C(CC1CCCCC1)NCc1ccc(Cl)cc1	-7.3%	-1.2%[9.22 µM]	i	2.0%	48.2%[activator]	3.4%	-1.6%	11.6%	-8.7
CCC(=O)N1CCc2cc(Br)cc(S(=O)(=O)N3CCN(C(=O)c4ccco4)CC3)c21	-13.3%	-6.2%	i	-3.8%	-2.6%	-2.0%	2.6%	5.6%	9.4
CC(C)[C@H](NC(=O)c1ccccc1)C(=O)NCCc1ccccc1	-12.9%	-52.0%[inhibitor]	i	19.0%	5.2%	-4.9%	5.3%	-6.6%	0.7
Cc1cccc2nc(CSc3nc4ccccc4[nH]3)cn12	4.2%	-3.7%	i	-0.7%	10.6%	-3.6%	1.5%	4.6%	-66.5*
CCOc1ccc2nc(/N=C/c3nc(-c4ccccc4)oc3O)sc2c1	22.5%	1.9%	i	12.6%	24.9%	-5.9%	14.3%	4.2%	2.9
CCOc1ccc(S(=O)(=O)N2CCN(C(=O)c3ccco3)CC2)cc1	2.5%	?	i	12.1%	1.4%	-2.1%	2.6%	1.4%	13.7
Cc1cc(C)c(NC(=O)CSc2nc3ccccc3c(=O)n2CCCN2CCOCC2)c(C)c1	19.7%	-1.9%	i	4.6%	-24.6%	2.6%	22.1%	20.5%	?
CC(=O)Nc1ccc(NC(=O)CCn2c(=S)oc3ccccc32)cc1	-1.8%	0.9%	i	-0.7%	-3.0%	23.2%	?	-7.6%	4.5
Cc1ccccc1CO/N=C/c1[nH]ncc1Br	-4.3%	-2.3%	i	-22.6%	2.6%	-1.3%	-5.3%	3.4%	9.6
CCOC(=O)C1=CC[C@@H](c2ccncc2)N(S(=O)(=O)c2ccc(C)cc2)C1	?	/	?	?	4.2%	/	?	-3.6%	57.8
CC(=O)Nc1ccc(S(=O)(=O)NCc2csc(C)n2)cc1	9.4%	?	i	6.0%	3.9%	?	19.4%	10.0%	23.5
